# Assay outcomes deposited in PubChem by several laboratories.
# DAX1 inh-1: inhibitors of human orphan nuclear receptor DAX1 (NR0B1); inhibition, % at 6.75 µM; 340,000 tested, 0.99% active; HEK293 Gal4-DAX1 luciferase reporter, luminescence; AID 504766; P51843;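 active = inhibition above the mean over all tested compounds plus 3 SD, cut at about 4.2% in these data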;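 also: 0% = DAX1-transfected cells with DMSO and 100% = empty-vector control cells with DMSO; inhibition shows as a rise in luminescence from relieved DAX1 repression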
# SMARCA2 activ: activators of SMARCA2 function. MG213 cells, MMTV-luciferase reporter, dexamethasone, overnight. AID 652017. 370,000 tested, 1% active. activation, % at 9.1 µM; in the data active = activation above about 7.8%;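 also: 0% = vehicle wells and 100% = reference activator wells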
# NPR1 activator: GC-A (human) enzyme activation. AID 1671463. activation, % at 10 µM. HEK293 GC-A cells, cGMP TR-FRET, EC30 ANP; 0% at EC30 ANP, 100% saturating ANP. 370,000 tested, 0.14% active; in the data active = activation above about 40%
# hcDAF12 agonist: H. contortus DAF-12 activation, primary screen | 370,000 tested, 1.4% active | activation, % at 6.8 µM | HEK293 hcDAF-12 lit1-tk-luc reporter, luminescence; 0% DMSO, 100% Δ7-dafachronic acid;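 active = activation above the mean of all tested compounds plus 3 SD, cut at about 5.5% in these data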;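 also: 100% = response to 3 µM Δ7-dafachronic acid high control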
# ssDAF12 agonist: activators of S. stercoralis DAF-12 nuclear receptor. activation, % at 6.8 µM. HEK293 ssDAF-12/GRIP1 lit1-tk-luc reporter, luminescence; % of 3 µM dafachronic acid response. 370,000 tested, 1% active. AID 652126;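 active = activation above the mean over all tested compounds plus 3 SD, cut at about 0.9% in these data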;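 also: 0% = DMSO-only wells and 100% = 3 µM delta7-dafachronic acid wells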
# GAA850 FXN act: increases GAA850 frataxin promoter reporter activity; activation, % at 6 µM; AID 540364; HEK293 lucGAA850 FXN promoter luciferase reporter, 24 h; percent of 10 µM SAHA response; 360,000 tested, 0.56% active;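 active = activation above the average of all compounds screened plus 3 SD, cutoff fixed separately per campaign, cut at about 7.5% in these data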;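 also: 0% = DMSO wells and 100% = 10 µM SAHA wells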
# NPR2 activator: GC-B (human) receptor activation. activation, % at 10 µM. 370,000 tested, 0.11% active. HEK293-GC-B cells, CNP EC30, cGMP TR-FRET; 0% at EC30 CNP, 100% saturating CNP. AID 1920062. P20594;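 active = activation at 10 µM reaching about 35% in either raw or pattern-adjusted values, limit read from the data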
# DAX1 inh-2: blocks DAX1 repression of SF-1 activated StAR promoter; HEK293T StAR-luciferase reporter, SF-1/DAX-1 repression relief; inhibition, % at 6.8 µM; 370,000 tested, 1.1% active; AID 652010;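 active = inhibition above the mean over all tested compounds plus 3 SD, cut at about 3.6% in these data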;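 also: 0% = DAX-1 cells with DMSO and 100% = cells lacking DAX-1 with DMSO; higher inhibition means more luminescence from relief of DAX-1 repression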
# hgDAF-12 ag: agonists of H. glycines DAF-12 nuclear receptor; 370,000 tested, 1.8% active; HEK293 GAL4-hgDAF12 UAS-luciferase reporter, agonist luminescence; normalized to butyrate control; activation, % at 6.8 µM;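 active = activation above a cutoff set at the mean of all screened compounds plus 3 SD, cut at about 10% in these data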;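 also: 0% = DMSO wells and 100% = sodium butyrate wells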
# ADAM10 inh: inhibitors of human ADAM10; 370,000 tested, 0.62% active; O14672; AID 720582; inhibition, % at 7 µM; recombinant ADAM10, EDANS/DABCYL FRET peptide cleavage, 3 h;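 active = inhibition above a per-campaign cutoff equal to the mean of compounds falling between control-based bounds plus 3 SD, cut at about 20% in these data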;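 also: 0% = DMSO wells while the 100% control is not disclosed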
# Target sequence (O14672 214-748 limits assumed): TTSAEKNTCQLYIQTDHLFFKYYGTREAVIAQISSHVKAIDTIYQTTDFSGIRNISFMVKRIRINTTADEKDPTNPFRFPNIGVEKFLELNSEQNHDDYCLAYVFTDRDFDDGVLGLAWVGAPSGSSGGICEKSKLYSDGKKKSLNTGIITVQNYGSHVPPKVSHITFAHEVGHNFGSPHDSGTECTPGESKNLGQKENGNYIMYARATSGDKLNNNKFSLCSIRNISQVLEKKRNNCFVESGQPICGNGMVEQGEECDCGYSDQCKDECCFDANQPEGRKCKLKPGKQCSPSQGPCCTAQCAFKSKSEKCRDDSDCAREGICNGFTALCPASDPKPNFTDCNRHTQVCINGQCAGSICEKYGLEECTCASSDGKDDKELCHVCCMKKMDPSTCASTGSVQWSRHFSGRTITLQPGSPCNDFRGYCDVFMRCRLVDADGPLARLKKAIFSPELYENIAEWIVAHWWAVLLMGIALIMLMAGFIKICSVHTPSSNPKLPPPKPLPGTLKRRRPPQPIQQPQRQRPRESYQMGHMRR
# sPLA2-III inh: Inhibits HGIII-sPLA2 liposome hydrolysis, primary screen. Q9NZ20. QFRET BODIPY PC-A2 liposome hydrolysis, fluorescence. inhibition, % at 12.2 µM. 370,000 tested, 0.56% active;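 active = inhibition above mean plus 3 SD of compounds lying within the high and low control bounds, cut at about 19% in these data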;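 also: 0% = median of test compound wells and 100% = no enzyme DMSO wells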
# Target sequence (Q9NZ20 whole entry, looked up): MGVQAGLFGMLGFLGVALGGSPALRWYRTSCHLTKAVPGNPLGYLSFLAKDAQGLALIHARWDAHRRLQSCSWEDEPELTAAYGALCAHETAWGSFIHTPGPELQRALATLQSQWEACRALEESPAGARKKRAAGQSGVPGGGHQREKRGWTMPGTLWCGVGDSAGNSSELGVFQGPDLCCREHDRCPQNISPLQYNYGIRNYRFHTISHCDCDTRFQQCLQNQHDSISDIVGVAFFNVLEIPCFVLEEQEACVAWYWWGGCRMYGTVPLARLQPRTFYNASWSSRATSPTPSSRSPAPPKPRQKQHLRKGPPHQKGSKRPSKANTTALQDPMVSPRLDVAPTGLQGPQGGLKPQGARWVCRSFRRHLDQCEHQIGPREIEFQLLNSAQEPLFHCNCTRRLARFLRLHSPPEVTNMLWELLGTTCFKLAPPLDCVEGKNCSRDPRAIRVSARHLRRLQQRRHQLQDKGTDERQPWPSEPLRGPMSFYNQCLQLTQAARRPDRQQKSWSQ
# * = called active by the depositor; nt = not tested or not shown; & = joins results of further samples.
SMILES,DAX1 inh-1,SMARCA2 activ,NPR1 activator,hcDAF12 agonist,ssDAF12 agonist,GAA850 FXN act,NPR2 activator,DAX1 inh-2,hgDAF-12 ag,ADAM10 inh,sPLA2-III inh
Cc1cc(C)c(S(=O)(=O)Nc2cccc(-n3cnnn3)c2)c(C)c1,0.1,-3,-2,-3.2,-1.7,-1.1,-5,-3.0,-2.4,-2,-30
O=C(CSCc1ccc(Br)cc1)N1CCCC1,4.2,1,5,-1.0,-1.6,2.9,-4,-0.8,-0.2,-6,-1
CC(=O)NS(=O)(=O)c1ccc(N)cc1,2.3&0.2,-1&1,4&-2,-0.7&0.2,-0.8&-0.5,0.2&0.4,2&1,0.2&-0.1,3.7&1.4,-11&1,9&6
CCCNC(=O)COC(=O)CCC(=O)c1ccc(F)cc1,2.5,-3,-1,-0.9,-0.4,2.9,4,-0.1,-0.3,13,6
O=S(=O)(c1ccccc1)c1nc(-c2ccccc2)oc1NCCCN1CCOCC1,0.1,0,1,-1.0,-0.9,0.1,-1,0.0,-1.7,-15,-13
Nc1nc2c(ncn2COC(CO)CO)c(=O)[nH]1,-0.2,-3,9,-2.5,-1.8,0.1,8,0.0,-4.3,-5,1
C/C(=N\NC(=O)c1ccc(Cn2cc(Br)cn2)o1)c1cccc(NC(=O)C(C)(C)C)c1,1.0,3,0,-0.5,-0.6,2.2,0,0.0,3.5,-4,-13
CC(C)CC(=O)c1c(O)cc(O)c2c1OC1=C(C(=O)C(C)(C)C(=O)C1(C)C)C2CC(C)C (stereo not given),nt,-6,0,-1.1,-0.3,nt,5,-1.0,-1.2,10,-29
Cc1ccc(C(=O)Nc2cccc(C(=O)N/N=C/c3ccc(F)cc3)c2)cc1,-2.3,4,8,3.1,0.0,1.6,3,0.1,7.1,-2,1
Cc1cccc2c(N=NC(=O)C(C)n3cnc4ccccc4c3=O)c(O)[nH]c12 (stereo not given),-0.5,-1,2,0.4,-1.1,1.3,-1,-0.1,-0.7,-2,-1
CCCCCn1cnnc1SCC(=O)c1c(N)n(C2CC2)c(=O)[nH]c1=O,-0.3,0,4,-1.3,-0.8,1.4,1,0.7,2.5,-2,0
O=[N+]([O-])c1ccc(Cl)c(S(=O)(=O)n2ccnc2)c1,-1.1,-3,1,1.6,-1.3,1.5,0,-0.6,-0.2,-2,1
Cn1c(Br)nc2c1c(=O)n(CC(O)COc1ccccc1)c(=O)n2C (stereo not given),0.4,-1,1,0.6,-1.2,1.2,-4,-0.4,-1.4,5,1
N#CCc1nn2c3c(cnc2c1C#N)C(=O)CCC3,0.9,3,-1,0.2,-1.1,-1.4,1,-0.2,-3.0,-6,-16
O=C(c1nnc(Cc2ccc(Cl)cc2)o1)N1CCOCC1,1.7,-1,2,-2.4,-1.3,0.2,-2,-0.4,1.3,-5,0
COC(=O)c1ccc(NC(=O)CSc2nnc(Cc3cccn3C)n2-c2ccc(F)cc2)cc1,0.3,-3,2,-0.9,-1.7,-2.0,-4,0.6,-3.4,-13,-22
CCOC(=O)C1Nc2ccc(C)cc2C2C=CCC12 (stereo not given),-1.1,-2,1,-1.6,-0.7,-0.5,4,0.7,1.2,-4,-10
O=C(CSc1nnc(C2CC2)n1C1CC1)c1ccc(F)c(F)c1,-0.9,3,2,0.7,-0.2,1.3,0,-0.3,4.1,-7,-25
Cc1cc(C)nc(SCC(=O)c2ccc(F)cc2)n1,-0.9,1,1,0.2,-1.2,1.8,-8,0.3,-2.5,-5,-42
O=C(C1CC1)N1CCc2cc(Br)cc(S(=O)(=O)N3CCN(c4ccccn4)CC3)c21,0.0,-6,-2,-0.7,-1.3,2.1,4,0.5,0.4,-1,6
CC(=O)C1=C(NC(=O)c2ccc(F)cc2)CC2C1C2(C)C (stereo not given),0.2,-2,0,-0.5,-1.2,2.2,-6,0.3,-0.9,8,-3
COC(=O)N/N=C/c1cc(OC)c(O)c([N+](=O)[O-])c1,-1.1,-1,-8,-1.4,0.8,2.8,-4,-0.3,-0.8,-3,2
CC(C)C(=O)NC(NC(=S)NC1CCS(=O)(=O)C1)C(Cl)(Cl)Cl (stereo not given),1.1,1,0,-0.4,-1.4,-0.2,2,0.0,3.1,2,-3
CC1CN(C(=O)COC(=O)c2cccs2)CC(C)O1 (stereo not given),0.0,1,4,-1.8,-0.8,1.0,-2,-0.1,1.9,0,2
CCOC(=O)c1c(NC(=O)C2CCCCC2)sc2c1CCN(C(C)C)C2,-0.6,-1,2,-1.6,-1.5,-1.4,7,1.6,0.4,-14,7
CCOC(=O)C(NC(=O)c1ccccc1)(Nc1cccc(C)n1)C(F)(F)F (stereo not given),1.0,-2,-4,0.1,-1.3,0.1,2,0.2,4.5,5,-4
CN1CCCCCC1=NC1=C(C#N)CCCC1,0.5,2,0,-1.0,-1.1,-0.2,7,-0.9,-0.1,0,1
COc1ccc(CNC(=O)CCCn2c(=S)[nH]c3cc4c(cc3c2=O)OCO4)cc1,1.0,2,2,0.1,-1.4,1.8,-10,0.5,-1.1,-9,3
Cc1nc2ccccn2c1-c1csc(NCc2ccco2)n1,-2.0,-4,-2,-2.6,-1.8,-1.3,-1,-1.9,-1.9,-27,3
O=C(NCCNS(=O)(=O)c1ccccc1)c1ccc([N+](=O)[O-])cc1,0.3,1,-6,-0.8,-0.9,1.2,2,0.0,-1.2,12,0
COc1ccc(OCC(=O)Nc2c(C)ccc3nsnc23)cc1,0.1,-3,1,-2.1,-1.0,0.5,2,-2.9,-2.2,-8,0
COc1ccc(C(C#N)=Cc2ccc(NC(C)=O)cc2)cc1,1.4,3,1,-0.3,-1.1,1.7,-3,3.7*,6.3,-133,-7
Cc1ccc(C(=O)C(C)[n+]2cccc(C(N)=O)c2)cc1 (stereo not given),7.1*,-3,1,-0.8,-1.3,0.7,-2,0.1,-3.4,0,0
COc1cc(/C=N/N2C(=O)CSC2=S)ccc1O,1.0,0,-5,-0.5,-1.4,-1.3,-4,0.5,2.6,-15,-2
COc1ccc(CCC(=O)Nc2ccc(N3CCOCC3)cc2)cc1,-0.1,0,3,-1.4,-0.7,0.0,0,0.9,-0.3,2,5
CCCCC[C@@H]1C=C(C(=O)OCC)[C@H](c2ccccc2)N1S(=O)(=O)c1ccc(C)cc1,nt,-3,-6,2.4,-1.3,nt,-1,0.2,-1.5,6,-8
COc1cc(OC)c(OC)cc1CNCCNC(=O)c1nonc1N,0.7,3,-3,-1.2,-1.0,-0.5,3,-0.7,0.2,6,2
CCCNC(=O)Nc1ccc(NC(C)=O)cc1,-0.7,7,2,1.4,-1.2,-1.0,-1,-0.3,0.7,7,0
CCC(C)NC(=O)C1CCN(S(=O)(=O)c2cccs2)CC1 (stereo not given),0.6,-1,5,1.4,-0.9,0.1,4,-0.3,-0.8,-3,-2
Cc1ccc2c(c1)CCCN2C(=O)c1cccs1,-0.2,4,-2,7.4*,0.7,1.7,3,0.8,0.2,5,2
CCCCCCn1c(CN2CCC(C)CC2)nc2c1c(=O)n(C)c(=O)n2C,0.7,0,4,0.1,-1.1,1.2,2,-0.1,-2.8,-10,11
c1ccc(-c2ccc3c(c2)NCCN3)cc1,2.1,-2,-3,-1.0,-1.1,2.1,-9,-0.3,-0.6,-228,7
COc1ccc(CCNC(=O)c2cc(C)oc2C)cc1OC,-1.6,-4,4,-2.0,-1.9,-0.9,1,-0.1,1.0,0,4
O=C(/C=N/O)NCc1cccnc1,-0.6,-1,0,-0.8,-0.8,1.8,0,0.0,-0.1,4,8
Cc1ccc2cc(CN(CCCN3CCOCC3)C(=O)NC3CCCCC3)c(=O)[nH]c2c1C,0.5,6,6,0.4,-1.4,-5.1,1,0.6,0.1,-46,0
Cc1ccc(NC(=O)CSc2nnc(C)n2C2CC2)cc1S(=O)(=O)N1CCOCC1,-0.2,-3,1,-1.3,-1.0,-2.0,3,-1.4,-0.6,-11,15
CC(O)CNC(=O)C1CCN(Cc2ccc(OCc3ccccc3)cc2)CC1 (stereo not given),3.6,1,0,-0.1,-1.0,1.7,1,1.1,7.5,-3,-5
CCCC(C)NC(=O)COC(=O)c1cccc(NS(C)(=O)=O)c1 (stereo not given),4.6*,-2,-1,-0.8,-0.4,1.4,0,-0.4,1.9,-2,9
CCOc1ccc(-n2c(C)c(C(=O)O)c3cc(OC)ccc32)cc1,0.2,-1,6,1.6,-1.6,0.0,0,0.2,0.9,-118,13
Cc1ccc(-c2cc(C(F)F)n3ncc(C(=O)N4CCCc5ccccc54)c3n2)cc1,1.4,2,-18,6.6*,-0.8,2.5,-13,0.2,0.4,4,0
COc1ccc(-c2cnc(N)nc2-c2ccc(OC)cc2O)cc1,1.2,-1,0,-2.3,-1.4,2.4,-6,-1.4,-2.9,-8,-10
CC(=O)c1c(C)nc(-c2ccc(OCC(=O)Nc3cccc(C)c3C)cc2)n1O,1.3,6,1,-0.4,-1.6,1.9,-2,-0.5,0.1,-6,-7
CCOC(=O)N1CCN(C(=O)c2ccc3c(c2)N(Cc2ccc(C)cc2)CCS3)CC1,-1.7,-3,-1,0.4,-1.0,1.1,7,0.1,1.3,-125,3
O=C(NCCCN1CCOCC1)C(=O)NCC1OCCN1S(=O)(=O)c1cc(F)ccc1F (stereo not given),0.8,-1,3,-1.2,-0.7,-1.1,6,1.3,-1.0,-6,-2
S=C(NCCc1ccccn1)NC1CC2CCC1C2 (stereo not given),3.8,2,2,0.1,-0.9,5.2,8,0.6,1.7,3,12
O=C(CN1C(=O)CCC1=O)NCC12CC3CC(CC(C3)C1)C2,-0.4,-2,-2,0.7,-0.5,1.7,0,-2.0,1.5,9,12
Cn1c(C(=O)Nc2ccc3c(c2)OCO3)cc2sccc21,4.8*,3,1,14*,2.5*,0.8,1,5.5*,17*,-3,6
O=S(=O)(N1CCOCC1)n1cnc2ccccc21,0.2,-2,1,-0.3,-1.6,1.4,4,0.3,1.2,-6,1
O=C(NCCN1C(=O)S/C(=C\c2ccc(F)cc2)C1=O)C1CCN(S(=O)(=O)c2cccs2)CC1,0.5,2,0,2.2,-1.1,0.2,0,-0.4,-0.3,9,-2
CCCCN(c1ccccc1)S(=O)(=O)c1cccc(C(=O)O)c1,-0.4,2,1,-0.5,-2.0,-0.4,1,-0.4,-2.1,-8,-4
O=c1c2cc(NC(=S)NC3CCN(Cc4ccccc4)CC3)ccc2nc2n1CCCCC2,1.0,5,3,-0.6,-1.4,-2.3,-1,-0.2,-1.9,-18,-7
Cc1cc(Cl)c2oc(C(=O)NCCC3CCCCO3)c(C)c2c1 (stereo not given),0.9,8.9*,-4,4.1,-0.4,3.2,-1,3.3,5.4,3,-1

# The order is random; 6.6% or so of the library scored in one or more.
